Screening results deposited in PubChem BioAssay by several laboratories.
STEP block: blocks human striatal-enriched tyrosine phosphatase; P54829; inhibition, % at 20 µM; recombinant STEP, OMFP fluorogenic substrate, fluorescence; actives 0.25% (n = 360,000); AID 588621;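 active = inhibition at 20 µM, scaled per plate between control wells, above about 37%, limit read from the data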;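 note: 0% = DMSO with enzyme and substrate and 100% = substrate only without enzyme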
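Assay system: isolated STEP enzyme / Timing: 20 min at room temperature, dark / Doses: 20 µM, 1% DMSO / Technique: fluorescence intensity, excitation 480 nm, emission 540 nm / Reagent: fluorogenic phosphatase substrate OMFP at 25 µM final / Measure: percent inhibition scaled to no-enzyme and uninhibited-enzyme controls, plate-pattern corrected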
DNMT1 inh: DNMT1 (human) enzyme inhibition; DNMT1 molecular beacon, Hinp1I cleavage, fluorescence; P26358; actives 0.83% (n = 360,000); inhibition (reported as % activation of signal), % at 10 µM; in the data active = inhibition above about 50%
Rpn11 inh: inhibitors of human proteasome Rpn11; actives 0.59% (n = 360,000); O00487; calls only at 20 µM; AID 588493; human 26S proteasome, Ub4-pepOG fluorescence polarization; 20S core pre-blocked with epoxomicin;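 active = inhibition at 20 µM, scaled to each plate's controls, above about 33%, limit read from the data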
NadD inh: NadD (S. aureus) enzyme inhibition; purified NadD enzyme, colorimetric absorbance read-out; actives 0.78% (n = 360,000); AID 602399; inhibition, % at 20 µM; in the data active = inhibition above about 26%; note: some compounds past the cut are filed as inactive
LMPTP inh: blocks human LMPTP phosphatase. P24666. recombinant LMPTP-A, OMFP fluorogenic substrate, fluorescence intensity. inhibition, % at 20 µM. actives 0.22% (n = 360,000). AID 651560;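 active = compounds that cut the enzyme signal by at least half of the control window in the single-dose screen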;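 note: plate controls were DMSO wells with enzyme plus substrate for no effect and substrate without enzyme for full effect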
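Test system: LMPTP-A phosphatase enzyme. Amount: LMPTP-A at 0.625 nM final in the reaction. Reagent: OMFP substrate, 400 µM final. Times: 50 min at room temperature. Signal: endpoint fluorescence intensity from OMFP dephosphorylation. Read-out basis: % inhibition. Benchmarks: no-enzyme and uninhibited controls.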
CSN deneddyl inh: inhibitors of human CSN-mediated cullin deneddylation; Purified CSN, SCF-Nedd8-OG deneddylation, fluorescence polarization; inhibition, % at 12.5 µM; actives 0.38% (n = 360,000); Q92905;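 active = pattern-corrected inhibition above about 35%, with an unprinted fluorescence ratio check between 0.5 and 1.5, limit read from the data, passing the limit was not always enough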;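 note: 0% = enzyme with substrate and 100% = substrate without enzyme; some results filed as inactive read as strong as hits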
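Assay system: HEK293T-derived human Csn5 enzyme; quantity: 0.24 nM enzyme; medium: Tris/NaCl/DTT buffer, pH 7.5; also added: substrate SCFSkp2-Nedd8OG, 10 nM; doses: 12.5 µM compound; schedule: 90 min reaction at room temperature; signal: FP; read-out: % inhibition of substrate cleavage by Csn5; benchmarks: substrate-only high control, full reaction low control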
Scp-1 inhibitor: blocks human Scp-1 phosphatase activity; Q9GZU7; Recombinant Scp1, phosphopeptide, malachite green phosphate absorbance; inhibition, % at 20 µM; actives 0.88% (n = 340,000); AID 493091;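 active = inhibition above about 50% at 20 µM, limit read from the data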;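 note: plate controls were DMSO wells with enzyme for no effect and wells lacking enzyme for full effect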
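Test system: SCP-1 catalytic domain; Buffer or medium: Acidic Tris acetate buffer with magnesium and detergent; Also added: Phosphorylated 17-residue peptide substrate; Compound: single 20 µM dose, 1% DMSO; Schedule: enzyme reaction 45 min at room temperature, colour 5 min, stabilisation 30 min; Signal: Phosphate-binding colour reagent, absorbance read at 630 nm.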
SUMO1-SIM PPI: modulators of human SUMO1-mediated protein-protein interactions | P63165 | SUMO1 binding to a labelled peptide, TR-FRET, 1 h | inhibition, % at 20 µM | actives 0.33% (n = 360,000) | AID 602429; in the data active = inhibition above about 37%
Rin1 Abl inh: human Rin1-Abl interaction inhibition. TR-FRET Rin1/Abl binding, biochemical. actives 0.4% (n = 360,000). inhibition, % at 7.35 µM; in the data active = inhibition above about 5%, passing the limit was not always enough
Neddyl block: blocks human cullin neddylation; TR-FRET cullin neddylation, biochemical; calls only at 25 µM; actives 0.58% (n = 360,000); in the data active = inhibition above about 36%
Active calls of the source: *; i = inactive; . = not tested or not shown; + = active, no number. Outcome played no part in choosing rows; overall some 3.8% were active at least once.

Each structure is followed by: STEP block, DNMT1 inh, Rpn11 inh, NadD inh, LMPTP inh, CSN deneddyl inh, Scp-1 inhibitor, SUMO1-SIM PPI, Rin1 Abl inh, Neddyl block
> CN(C)CCOC(=O)NCC12CC3CC(CC(C3)C1)C2
→ 0, 3, i, -9, -1.7, -2, -13, 6, -6, i
> COc1ccc(C(=O)NNC(=O)c2ccccc2[N+](=O)[O-])cc1Br
→ -5, -3, i, -3, 0.8, -8, -10, -13, -2, i
> O=C(Nc1nc(-c2ccccn2)cs1)C1CCCC1
→ 2, 2, i, 2, 0.3, 1, -1, 2, -3, i
> Cc1ccc(S(=O)(=O)Nc2cccc3c2O[C@H](CN(C)C(=O)Nc2cccc4ccccc24)[C@H](C)CN([C@H](C)CO)C3=O)cc1
→ -1, -16, i, 2, -0.1, 3, -8, -11, -2, i
> COc1ccc(C)cc1NC(=O)COC(=O)c1ccc2c(c1)OCCO2
→ -2, 3, i, -1, -1.1, 0, -8, 5, 1, i
> Clc1cccc(N/N=C/c2ccc(N3CCOCC3)cc2)c1
→ 2, -24, i, 1, 1.9, 1, -11, -2, -2, i
> COC(=O)c1ccccc1NC(=S)NC(NC(=O)c1ccco1)C(Cl)(Cl)Cl (centres undefined)
→ 0, -4, i, 1, 0.5, -1, -3, 1, 1, i
> CCC(=O)N1CCCC(C)(C(=O)NS(=O)(=O)c2ccccc2Cl)C1 (centres undefined)
→ -1, -1, i, 0, -3.0, -1, ., 0, -2, i
> c1ccc(-c2ccc(CNC3CC3)cc2)cc1
→ -5, 1, i, -5, -1.5, -2, 1, 4, 2, i
> COc1ccc(S(=O)(=O)N[C@H]2CC[C@H](CCNC(=O)c3ccccc3F)O[C@@H]2CO)cc1
→ ., ., ., ., -2.7, 3, ., 2, ., i
> CCOc1ncccc1C(=O)NNC(=O)c1ccc(NS(=O)(=O)c2cccs2)cc1
→ -1, 1, i, -3, 2.4, -2, -1, 15, 1, i
> COc1ccccc1N1CCN(S(=O)(=O)c2c(C)[nH]c(C)c2C(=O)N2CCCCC2)CC1
→ -3, 1, i, 6, 0.0, -4, -3, 0, 0, i
> O=C(NNC(=O)c1ccccc1[N+](=O)[O-])c1cnccn1
→ -3, 3, i, 1, -0.2, 0, -4, -8, -1, i
> CC1CCN(S(=O)(=O)c2ccc(C(=O)Nc3nnc(-c4ccncc4)o3)cc2)CC1
→ 0, 0, i, 17, -0.8, 2, -4, 12, -2, i
> OCCN1CCN(c2ncnc3c2ncn3[C@H]2CN(Cc3ccccc3)C[C@@H](CO)O2)CC1
→ 2, 1, i, -2, -0.5, -3, ., 5, 0, i
> COc1ccc(Cc2nc3ccc(C(=O)N(C)Cc4nccs4)cc3o2)cc1OC
→ 1, 1, i, 4, -0.1, -4, -3, 2, 2, i
> O=C1Cc2ccccc2N1c1ccccc1
→ 2, -2, i, -2, -1.0, 2, -10, -5, 2, i
> C[C@@H]1CCCCO[C@@H](CN(C)Cc2ccc3c(c2)OCO3)[C@@H](C)CN([C@H](C)CO)C(=O)c2cc(N(C)C)ccc2O1
→ 0, 3, i, 3, 0.1, -1, ., 1, 3, i
> CCOC(=O)c1oc2ccccc2c1NC(=O)CN1CCN(C)CC1
→ 3, -2, i, -5, 0.4, 7, 6, 5, 0, i
> O=C(NCC(=O)N1CCN(c2ccccc2O)CC1)c1ccco1
→ -2, -1, i, -1, 0.8, -1, 21, 3, 2, i
> Cc1ccc(NC(=O)c2ccc3nc[nH]c3c2)cc1C
→ -1, 4, i, 1, -0.4, -10, 4, 6, -1, i
> Cc1nc2ccccc2c2oc(C(=O)NC3CC3)cc12
→ 0, 2, i, 2, 1.1, 3, -9, 2, 1, i
> Cc1ccccc1N(C(=O)c1ccccn1)C(C(=O)NCc1ccccc1)c1ccncc1 (centres undefined)
→ -2, 2, i, -1, -0.8, 0, 5, -4, 2, i
> Cc1ccc(C(=O)NC(NCC2CCCO2)C(Cl)(Cl)Cl)cc1 (centres undefined)
→ -1, 13, i, 3, -0.2, -13, 2, 5, 2, i
> O=C(O)c1c(Cl)c(Cl)c(Cl)c(Cl)c1C(=O)N1CCCCCC1
→ 3, 4, i, -11, -1.5, -1, -8, 3, 5, i
> Cc1nc2c(C)c(C)c(C)c(C)c2nc1C
→ -2, 0, i, -2, 0.0, 2, -7, 4, 0, i
> OCCC1CN(Cc2ccc3cc(Cl)ccc3n2)CCN1Cc1ccsc1 (centres undefined)
→ 0, -2, i, -3, -1.2, 3, -9, -4, 2, i
> NC(=O)NC(=O)COC(=O)c1sc2ccccc2c1Cl
→ -2, 5, i, -1, -1.3, -3, -7, -9, 1, i
> Cc1nc2n[nH]c(N)c2c2c1COC(C)(C)C2
→ -2, 2, i, -1, -1.5, 3, 3, -3, -1, i
> Cn1c(CO)cnc1SCc1ccc([N+](=O)[O-])cc1
→ 0, 0, i, -1, -1.8, -6, -10, -17, -1, i
> COc1ccc(Cl)c2sc(N3CCN(C(=O)C4=COCCO4)CC3)nc12
→ 0, 1, i, -3, 0.3, 2, -1, 4, 3, i
> Cc1ccc(C)c(COC(=O)c2cc([N+](=O)[O-])ccc2N2CCOCC2)c1
→ -1, 1, i, -1, 2.5, 4, -9, -20, 2, i
> C[N+]1(CCOC(=O)C2(c3ccccc3)CCCC2)CCCCC1
→ -3, 0, i, 8, 0.0, 12, 12, 0, 1, i
> COCc1[nH][nH]c(=O)c1C=Nc1ccc(F)cc1F
→ -2, -1, i, 8, -2.1, 1, -6, -2, 0, i
> COc1ccc(C)cc1NC(=O)C1CCCCN1S(=O)(=O)c1ccccc1 (centres undefined)
→ 0, -4, i, -5, 0.4, -2, -11, -2, -2, i
> COCCN(C(=O)c1ccccc1)c1nc(-c2ccc(OC)cc2)cs1
→ 0, -2, i, 0, 2.9, -1, -10, 3, 2, i
> O=C(/C=N/O)NCCCN1CCCCCC1
→ -1, -2, i, 4, 5.0, -1, -8, 3, 5, i
> CCc1ccccc1NC(=O)c1ccc(F)c(S(=O)(=O)N2CCC(C(N)=O)CC2)c1
→ 1, 1, i, -6, -1.4, -6, 0, -3, -2, i
> Cc1cc(C)cc(N(CC(=O)Nc2cccc(C)c2C)S(=O)(=O)c2c(C)[nH]c(=O)[nH]c2=O)c1
→ -4, 2, i, -2, -1.3, -1, -5, -3, 0, i
> Fc1ccccc1N1CCN(Cc2cc(-c3ccccc3)on2)CC1
→ -3, 1, i, -4, -0.1, -5, 13, 2, -1, i
> CCOC(=O)C1=C(O)CSC1=Nc1cccc2ccccc12
→ -1, 3, i, 0, 0.8, 0, 3, -13, -3, i
> c1ccc(-c2nc(NCC3CCCO3)c3oc4ccccc4c3n2)cc1 (centres undefined)
→ -3, -2, i, -13, 2.5, 2, 0, -1, 0, i
> CC(=O)Nc1ccc(/C=C/c2ccc3cccc([N+](=O)[O-])c3n2)cc1
→ 4, -11, i, -6, 0.7, 1, -2, -33, -2, i
> CCC(=O)N1CCCC1(C)C(=O)Nc1ccc(OC(F)F)cc1 (centres undefined)
→ 0, 3, i, 0, -1.2, -2, ., 4, -1, i
> CC1Oc2ccccc2C=C1/C=N/NC(=O)c1ccccc1O (centres undefined)
→ 13, 5, i, 2, 1.4, -4, -10, -3, -2, +
> O=C(CO/N=C/c1ccc(Cl)cc1Cl)NNC(=O)c1cccc(Cl)c1
→ 3, 2, i, -9, -0.3, -1, -7, 3, -1, i
> CCOc1ccccc1/C=N/n1c(COc2ccccc2)n[nH]c1=S
→ 0, 4, i, -1, 3.1, 3, -7, -1, 2, i
> O=C(CSc1nc2ccccc2c(=O)n1CCCO)NCc1ccccc1
→ -1, 2, i, -2, -0.8, -2, 0, 1, 2, i
> CC(C)C(=O)N1CCC2(CC1)Oc1ccc(F)cc1C(=O)C21CC(c2ccc(Cl)cc2)=NO1 (centres undefined)
→ 1, -11, i, 8, 4.5, 1, -8, 3, -3, i
> COc1cccc(NC(=O)CCNC(=O)c2ccccc2Cl)c1
→ -2, 0, i, -4, -0.1, 2, -5, 1, 6, i
> CCOc1ccc(C2C(C(=O)c3ccco3)=C(O)C(=O)N2Cc2cccnc2)cc1OC (centres undefined)
→ 3, -4, i, 2, -3.1, -3, 0, 0, -3, i
> Cc1cccc(CSc2[nH]c(=O)ncc2C)c1
→ -2, 3, i, -2, -1.0, 0, -5, 4, 4, i
> Cc1ccc(S(=O)(=O)Nc2ccc(NC(=O)c3ccc(F)cc3)cc2)cc1
→ 1, -2, i, 0, -0.4, 3, -14, 6, 0, i
> Cc1ccc(Nc2nc3ccccc3c(=O)[nH]2)cc1C
→ 1, -6, i, 7, 3.1, -2, -3, 2, 2, i
> CCc1ccc(-c2cc(C)no2)cc1S(=O)(=O)N1CCN(c2ccc(OC)cc2)CC1
→ 3, -2, i, 3, 4.1, 2, -2, 1, 1, i
> CC(C)Cn1c2c(c(O)c(C(=O)Nn3c(Cc4ccccc4)nc4ccccc4c3=O)c1=O)CCCC2
→ 3, -4, i, 29, 0.9, -1, -5, 0, 6, i
> O=C(O)c1ccc(N2CCN(C(c3ccccc3)c3ccccc3)CC2)c([N+](=O)[O-])c1
→ -4, -1, i, 9, -0.4, 1, -16, -12, 4, i
> COC(=O)c1nnn(-c2nonc2N)c1CN1CCCC1
→ -2, 4, i, 2, -0.9, -3, -2, 3, 6, i
> CC(C)(C)C(=O)NCCc1nc2ccccc2n1CC(=O)c1ccc(Cl)cc1
→ 1, -4, i, 4, 0.1, 5, -7, -1, -3, i
> CCN(CC)S(=O)(=O)c1ccc(O)c(C(=O)OCC(=O)N2c3ccccc3CC2C)c1 (centres undefined)
→ 1, -3, i, -1, 2.2, 4, -19, 2, -4, i
> Cc1ccccc1C1NC(=O)c2ccccc2O1 (centres undefined)
→ -7, 75*, i, -4, -0.6, -2, 1, 6, -1, i
> COc1ccc2c3c([nH]c2c1)[C@H]1C[C@H]2[C@H](C[C@@H](O)[C@H](OC)[C@H]2C(=O)O)CN1CC3
→ 2, -1, i, 2, -1.1, 0, -14, -4, -1, .
> CCC(C)(C)NC(=O)C(c1ccc(F)cc1)N(Cc1cccs1)C(=O)c1cnccn1 (centres undefined)
→ -3, 2, i, -2, 0.4, 4, 0, -1, 0, i
